Dynein cargo inh: blocks dynein driven cargo transport along microtubules; z-score, hits read low; 3617.4 mouse cells, GR-EGFP nuclear translocation imaging; test concentration mostly 20 µM; stimulated with dexamethasone, 1 µM; stronger effect = lower value; 220,000 tested, 0.47% active;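 active means plate z-score of nuclear minus cytoplasmic receptor signal below a set negative limit, without overly bright fluorescence or cell loss, cut at about -3.5 in these data, passing the limit was not always enough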;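 further: z-score of nuclear minus cytoplasmic ring GR-EGFP intensity difference per well; some compounds called inactive have numbers as strong as hits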
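Also added – dexamethasone, 1.0 µM final · Buffer or medium – tet-free, stripped-serum medium · Schedule – induction 48 h, compound 1 h, agonist 30 min · Detection – formaldehyde fixation, Hoechst nuclear stain, 10x automated fluorescence imaging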
Yfh1-depleted yeast: enhancers of respiration in Yfh1-depleted yeast, dose response, Friedreich's ataxia, plus single-dose screen (AID 1465); one-dose fold induction at 50 µM; EC50 in µM for titrated hits; 220,000 tested, 0.074% active; S. cerevisiae Yfh1-off respiration, WST-1 reduction, 72 h; higher fold induction means a stronger effect;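 active means fold induction of absorbance versus untreated yeast above a set limit, then at least 30% activation at any dose in follow-up; inconclusive means repeats straddling the limit, or above it without dose testing; inactive means fold induction below the set limit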;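 further: activators that raise dye reduction in frataxin-depleted yeast; strong numbers were not always called active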
WT yeast gro inh: growth inhibition of WT yeast, mitochondrial fusion screen; AID 1362; mitochondrial fusion phenotypic screen, WT strain; 190,000 tested, 2.1% active; inhibition, % at 10 µM; in the data active means inhibition above about 58%; tested in S. cerevisiae
b-catenin transl: modulators of beta-catenin nuclear translocation | nuclear translocation activity, % at 5 µM | HeLa beta-catenin nuclear translocation, immunofluorescence imaging | AID 1665 | 190,000 tested, 0.3% active;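 active means nuclear translocation activity above 50% at 5 µM, with a well cell count of 50 or more; inconclusive means wells under 50 cells across six images, flagged as toxic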;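 further: per-cell ratio of nuclear to cytoplasmic median beta-catenin stain intensity; plate controls were DMSO negative control for no effect and GSK-3 inhibitor IX positive control for full effect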
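System: Human HeLa cells, endogenous beta-catenin | Compound dosing: 5 µM primary, 0.02–20 µM confirmation | Timing: 24 h compound exposure at 37°C, 5% CO2 | Measured by: Fluorescence imaging of beta-catenin antibody stain plus DAPI | Read-out basis: % activation of per-cell nuclear versus cytoplasmic median beta-catenin signal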
NOD2 inhibition: NOD2 signaling inhibitors, cell-based, luminescence, uHTS, HEK293 (AID 1566); HEK293 NOD2/NF-kB luciferase reporter, luminescence; higher % means a stronger effect; 290,000 tested, 0.63% active; one-dose inhibition, % at 4 µM; EC50 in µM for titrated hits; in the data active means inhibition above about 50%; further: many of its hits are not listed in these tables
MT stabilizer: microtubule stabilization, imaging screen | HeLa tubulin immunostaining HCS, 24 h; share of cells brighter than vehicle mean+2SD | % tubulin-high responders, % at 10 µM | 200,000 tested, 0.83% active | AID 2205;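 active means plate Z-score above 3 for both tubulin-high and condensed-nucleus cell shares, with cell loss under 80%, at 10 µM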;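 further: anti alpha tubulin signal scored within the nucleus-defined area of each cell; some results filed as inactive read as strong as hits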
Ins promoter up: MIN6 insulin promoter up-regulation. MIN6 insulin promoter-GFP reporter, high-content imaging; stronger effect = higher value. z-score at 5 µM. 190,000 tested, 0.3% active. AID 1625;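 active means z-score above 3 at 5 µM with at least 500 cells counted in the well; inconclusive means wells under 500 cells, flagged as cytotoxic or low count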
Hep lipid drop: hepatic lipid droplet formation modulation | AID 1656 | AML12 mouse hepatocytes, oleate lipid droplets, BODIPY imaging | 240,000 tested, 0.4% active | inhibition, % at 6.5 µM;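 active means lipid droplet intensity inhibited by at least 50%, with more than 500 cells counted; inconclusive means wells with under 300 cells, treated as cytotoxic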
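Material – AML12 mouse liver cells · Also added – oleate loading, 100 µM · Compound dosing – 6.5 µM single-point dosing · Times – overnight treatment with compound plus oleate · Measured by – fluorescence imaging, 20x objective, two fields per well · Read-out – percent inhibition of filter-corrected integrated lipid droplet intensity per well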
Autophagy HCS: modulators of autophagy; MEF GFP-LC3 puncta imaging; test concentration mostly 10 µM; calls only at 10 µM (by protocol); 190,000 tested, 0.98% active;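 active means percentage of spot-positive cells more than 3 SD above its plate mean, without a fluorescence outlier flag or 80% toxicity; inconclusive means no clear call, values can overlap the other calls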;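 further: spot-positive cell cutoff set from DMSO-treated cells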
WT yeast gro inh mutant strain: further read-out of WT yeast gro inh, marked with its call; inhibition, %; mitochondrial fusion phenotypic screen, mutant strain inhibition
Dynein cargo inh cytoplasmic EGFP: further read-out of Dynein cargo inh, marked with its call; z-score; measured here: cytoplasmic GR-EGFP intensity; stronger effect = higher value
Dynein cargo inh nuclear GR-EGFP: further read-out of Dynein cargo inh, marked with its call; z-score; measured here: nuclear GR-EGFP intensity;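 lower value marks the stronger effect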
Dynein cargo inh cell count: second read-out of Dynein cargo inh, no call of its own (marks repeat the call); z-score; measured here: cell count per field
Ins promoter up cell count: recorded beside Ins promoter up, whose call it bears; cell count; measured here: cytotoxicity, nuclei count;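 total cells summed across four imaged fields per well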
Hep lipid drop cells 6.5 µM: also measured in Hep lipid drop; calls as there; cell count; measured here: cell count, cytotoxicity flag;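 cells counted across two imaged fields per well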
b-catenin transl cell count 5 µM: also measured in b-catenin transl; calls as there; cell count; measured here: cell count, cytotoxicity flag
MT stabilizer Hoechst-high %: further read-out of MT stabilizer, marked with its call; % Hoechst-high responders; measured here: nuclear condensation Hoechst responders;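 share of cells brighter than vehicle mean plus two SD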
MT stabilizer cytotoxicity %: further read-out of MT stabilizer, marked with its call; toxicity, %; measured here: cytotoxicity by cell density;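 0% = mean cell density of plate MIN control wells and 100% = no cells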
Autophagy HCS cell loss 18 h: also measured in Autophagy HCS; calls as there; toxicity, %; measured here: cell loss, nuclei count;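 cell loss after 18 h compound exposure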
Numbers without * were called inactive; i = inactive; ? = inconclusive; · = no result given. An excerpt; rates above refer to the full screens.

SMILES	Dynein cargo inh	Dynein cargo inh cytoplasmic EGFP	Dynein cargo inh nuclear GR-EGFP	Dynein cargo inh cell count	Yfh1-depleted yeast	WT yeast gro inh	WT yeast gro inh mutant strain	b-catenin transl	b-catenin transl cell count 5 µM	NOD2 inhibition	MT stabilizer	MT stabilizer Hoechst-high %	MT stabilizer cytotoxicity %	Ins promoter up	Ins promoter up cell count	Hep lipid drop	Hep lipid drop cells 6.5 µM	Autophagy HCS	Autophagy HCS cell loss 18 h
O=C(COc1ccccc1)NNc1nc2c(F)cccc2s1	-1.5	-0.32	-0.54	1.4	i	-11	-4	-0.4	1096	7%	3.7	1.4	8.0	0.84	1587	8	680	i	10
CCCCNC(=O)c1onc(CSc2ccc(Cl)cc2)c1C(=O)O	-0.63	-0.19	0.16	-0.023	i	-14	-2	-0.2	1413	15%	2.4	1.5	3.8	0.49	1481	·	·	i	0
CC(=O)N1CCN(C(=S)NCCc2ccccc2)CC1	-0.014	-0.24	0.036	-0.16	i	3	11	-0.5	1030	8%	1.0	2.4	8.5	-0.19	1486	9	681	i	6
O=C1[C@H]2[C@H](ON3CCCC[C@H]23)C(=O)N1c1cccc(C(F)(F)F)c1	0.45	-0.27	0.51	0.12	i	4	-1	-0.6	1137	17%	3.3	2.5	11	-0.56	1328	4	707	i	-2
O=C(Nc1ccccc1C(=O)N1CCOCC1)c1ccc(Cl)cc1	-0.28	-0.19	0.068	0.43	i	2	3	-2.4	1107	2%	1.9	1.1	4.1	-0.18	1697	11	721	i	12
CSc1ccc(-c2nnn(Cc3ccccn3)n2)cc1	1.4	-0.087	1.2	-0.56	i	-17	-54	-0.7	1329	-54%	3.8	4.1	6.8	-0.43	1472	·	·	i	0
CCn1nnnc1-c1ccc(OC)c(S(=O)(=O)NCc2ccccc2)c1	-1.1	-0.25	-0.22	0.37	i	·	·	-2.9	1098	-4%	5.7	3.1	5.6	2.2	698	6	791	i	11
CCCC1(CCC)NC(=O)N(CC(=O)Nc2cccc(OC)c2)C1=O	-0.77	-0.2	-0.22	0.55	i	64*	-3.0*	-0.9	1153	4%	2.0	1.9	8.0	-2.4	988	·	·	i	-3
Cc1cc(C)c(S(=O)(=O)/N=C2/C=C(SCC(=O)O)C(=O)c3ccccc32)cc1C	-0.59	-0.12	-0.34	0.23	i	66*	43*	-1.6	1153	21%	1.8	1.9	3.9	0.47	930	-8	699	i	14
CCCC(=O)Nc1nc(C)c(-c2csc(Nc3ccc(Cl)cc3)n2)s1	1	-0.23	-0.42	-0.023	i	50	34	2.2	1296	-1%	1.5	1.1	1.0	-1	1653	·	·	i	-4
COc1ccc(C(=O)COC(=O)CNC(=O)c2ccc(OC)cc2)cc1	-0.37	-0.31	0.039	0.85	i	-1	7	-0.5	1065	16%	6.9	1.8	7.0	-0.26	1260	6	699	i	5
CCOC(=O)c1c(NC(=O)CN2C(=O)NC(C)(c3ccc(Cl)cc3)C2=O)sc(C(=O)NC)c1C (stereo not drawn)	-0.23	-0.32	-0.27	0.26	i	-16	-9	-1.3	876	-14%	6.0	4.4	5.0	·	·	-24	587	i	-17
O=C(/C=C/c1ccccc1Cl)N1CCN(c2ncccn2)CC1	0.17	-0.23	0.16	0.2	i	-7	3	·	·	11%	4.0	1.6	5.3	-0.62	1285	-3	733	i	-4
CCc1ccc(S(=O)(=O)NCc2ccc(N3CCN(C)CC3)cc2)cc1	-0.74	-0.21	-0.41	0.65	i	·	·	-5.4	1217	-39%	·	·	·	0.46	1377	-23	741	·	·
Cc1ccc2nc(NC(=O)COC(=O)CSc3nc(C)cc(C)n3)sc2c1	0.76	-0.017	0.66	-1.6	i	-7	6	-4.4	1448	-40%	1.5	1.1	8.8	1.3	1273	·	·	i	-6

The last 3 entries of the section before lead into the next:
SMILES	Dynein cargo inh	Dynein cargo inh cytoplasmic EGFP	Dynein cargo inh nuclear GR-EGFP	Dynein cargo inh cell count	Yfh1-depleted yeast	WT yeast gro inh	WT yeast gro inh mutant strain	b-catenin transl	b-catenin transl cell count 5 µM	NOD2 inhibition	MT stabilizer	MT stabilizer Hoechst-high %	MT stabilizer cytotoxicity %	Ins promoter up	Ins promoter up cell count	Hep lipid drop	Hep lipid drop cells 6.5 µM	Autophagy HCS	Autophagy HCS cell loss 18 h
O=C(/C=C/c1ccccc1Cl)N1CCN(c2ncccn2)CC1	0.17	-0.23	0.16	0.2	i	-7	3	·	·	11%	4.0	1.6	5.3	-0.62	1285	-3	733	i	-4
CCc1ccc(S(=O)(=O)NCc2ccc(N3CCN(C)CC3)cc2)cc1	-0.74	-0.21	-0.41	0.65	i	·	·	-5.4	1217	-39%	·	·	·	0.46	1377	-23	741	·	·
Cc1ccc2nc(NC(=O)COC(=O)CSc3nc(C)cc(C)n3)sc2c1	0.76	-0.017	0.66	-1.6	i	-7	6	-4.4	1448	-40%	1.5	1.1	8.8	1.3	1273	·	·	i	-6
c1ccc(-c2cn(-c3ccccc3)c3[n+]2CCCS3)cc1	-0.72	-0.25	-0.39	0.9	i	·	·	1.5	1273	12%	·	·	·	?	·	0	750	·	·
c1coc(-c2ccnc(-n3cccc3)n2)c1	0.071	-0.31	0.3	0.67	i	11	7	-0.2	1055	-1%	6.9	3.0	3.7	-0.46	1363	·	·	i	12
CC1Cc2nc(SCC(=O)Nc3ccc4c(c3)OCO4)n(-c3ccc(F)cc3)c(=O)c2S1 (stereo not drawn)	-0.13	-0.79	0.29	-0.48	i	9	-2	-2.2	1207	11%	·	·	·	0.34	888	-33	667	·	·
O=C(Nn1c(O)c(C=C2N=c3ccccc3=N2)sc1=S)c1ccc(Cl)cc1	0.31	0.0072	0.064	0.15	·	4	4	-0.8	1060	-8%	5.3	1.9	4.7	0.65	1770	-11	596	i	-28
CCC(=O)NC1CCN(C(=S)NC)CC1	-0.54	-0.34	-0.34	0.64	i	-1	15	1.4	903	9%	0.6	1.2	4.1	0.04	1414	-8	662	i	1
COc1cc(C(=O)Nc2nc(-c3ccc(C)cc3)cs2)ccc1OCC(=O)N1CCOCC1	1.5	-0.24	0.22	-0.6	i	13	7	·	·	-7%	4.3	1.9	5.0	-0.13	1203	88*	690*	i	11
Cc1c(C)n(C)c2ccc([N+](=O)[O-])cc12	0.54	-0.15	0.23	-0.53	i	4	4	0.0	1302	3%	3.6	2.6	3.0	0.71	1739	·	·	i	2
C=CCn1c(-c2ccccc2OCC)n[nH]c1=S	1.2	-0.091	1.2	-1.9	i	-2	-6	0.4	1020	3%	2.0	2.0	2.5	0.85	1316	-3	676	i	-7
Cc1cnc(NC(=O)Nc2ccc(Cl)cc2)s1	0.092	-0.35	-0.45	-0.55	i	18	-4	0.5	1111	-110%	4.0	4.1	9.6	-0.26	983	26	657	i	10
CCN1C(=O)C(c2ccc(O)cc2)(c2ccc(O)cc2)c2ccccc21	0.11	-0.021	-0.031	0.43	i	-25	8	0.2	1516	3%	1.8	1.5	0.6	·	·	-9	705	i	-1
CCOC(=O)c1ccc(NC(=O)c2nc[nH]c2C(=O)N2CCN(c3ccccc3)CC2)cc1	1.5	-0.61	0.64	-0.93	i	·	·	-1.1	1428	-13%	·	·	·	1	753	14	657	·	·
COc1ccc(Oc2ccc(/C=N/NC(=O)c3cccnc3)cc2[N+](=O)[O-])cc1	0.17	-0.33	0.54	-0.17	i	-18	4	0.2	1136	14%	6.0	6.6	0.9	0.05	1255	-2	656	i	-2
O=C(CCCCC(=O)NCc1cccs1)NCc1cccs1	-0.35	-0.27	-0.29	0.2	i	-4	-4	-1.8	1066	8%	1.6	1.7	3.8	·	·	-28	609	i	2
Brc1cccc(-c2n[nH]c(-c3ccccc3)n2)c1	1.7	-0.24	-0.19	-0.3	·	47	53	2.7	898	-96%	2.9	1.5	13	0.89	1204	7	769	i	-6
Cc1ccc(C(=O)CSc2ncnc3sc4c(c23)CCC(C)C4)cc1 (stereo not drawn)	0.18	-0.26	0.0057	0.3	i	-11	-2	-0.6	1107	2%	3.1	3.2	7.0	·	·	-4	735	i	-2
COc1c(C(=O)N2CCCC2)ccc2ccccc12	0.93	-0.25	1.1	-0.87	i	9	20	0.2	1062	-2%	2.2	0.4	51	0.31	1761	0	677	i	1
Cc1cc(OCC#N)nc(N)n1	0.53	-0.37	0.15	0.58	i	-16	9	-3.4	1057	16%	2.6	2.2	1.4	0.04	1597	16	681	i	4
CCN(CC)CCn1c(C)nc2ccccc21	0.37	-0.21	0.61	-0.46	i	·	·	0.9	1327	1%	·	·	·	0.42	1092	-6	707	·	·
S=C(NCc1ccco1)Nc1ccccc1Cl	0.7	-0.28	0.32	0.34	i	·	·	-0.1	1012	4%	·	·	·	-0.14	1468	-9	734	·	·
O=C1CC(SCCc2nc3ccccc3[nH]2)C(=O)N1c1ccc(Cl)cc1 (stereo not drawn)	-0.87	-0.2	-0.62	0.64	i	-11	6	1.7	1375	0%	2.0	1.3	3.6	0.15	1532	·	·	i	-2

Source: PubChem (several laboratories)
